# Siah-1 displacement: Siah-1 peptide-binding antagonists, primary screen, biochemical, fluorescence polarization, rhodamine-plectin, uHTS (AID 1817). Siah-1 / rhodamine-plectin peptide fluorescence polarization; higher % means a stronger effect. one-dose displacement, % at 20 µM; IC50 in µM for titrated hits. hit rate 0.02% among 290,000;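 active = displacement of at least 50% at 20 µM, with a fluorescence ratio check between 0.3 and a set limit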;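 also: plate controls were Siah plus tracer with DMSO for no effect and tracer alone without Siah for full effect; strong numbers were not always called active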
# NTR1 agonist: NTR1-driven beta-arrestin-GFP spot formation – imaging, U2OS cells, high content, primary screen (AID 493036). activation, % at 20 µM. P30989. hit rate 0.17% among 330,000. agonist mode;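 active = activation at or above 40% of the spot to cytoplasm intensity ratio, with at least 20 cells analyzed; inconclusive = wells under 20 cells, flagged as cytotoxic or low count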;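 also: 0% = DMSO without peptide and 100% = 100 nM NTR1 peptide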
# Target sequence (P30989 whole entry, looked up): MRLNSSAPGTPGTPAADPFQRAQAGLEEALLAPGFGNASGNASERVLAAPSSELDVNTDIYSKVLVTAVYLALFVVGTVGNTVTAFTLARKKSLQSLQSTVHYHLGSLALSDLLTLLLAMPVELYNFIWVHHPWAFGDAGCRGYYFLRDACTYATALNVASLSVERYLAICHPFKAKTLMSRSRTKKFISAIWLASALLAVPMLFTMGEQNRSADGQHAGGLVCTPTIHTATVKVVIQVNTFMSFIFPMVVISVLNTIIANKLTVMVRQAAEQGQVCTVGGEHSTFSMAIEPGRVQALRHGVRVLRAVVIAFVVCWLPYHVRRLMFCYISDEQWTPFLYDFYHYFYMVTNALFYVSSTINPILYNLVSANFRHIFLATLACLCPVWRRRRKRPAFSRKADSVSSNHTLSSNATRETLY
# HIV peptide binding: cell-free HIV fusion peptide-binding blockers – biochemical, uHTS, fluorescence dequenching, primary screen (AID 1986); cell-free peptide binding, fluorescence dequenching, 30 min; higher % means a stronger effect; inhibition, % at 20 µM; hits with a dose series show IC50 in µM; hit rate 0.3% among 290,000; in the data active = inhibition mostly above about 52%, no sharp cut-off; inactive = mostly below about 76%; also: some results filed as inactive read as strong as hits
# Myeloid diff 2: myeloid differentiation induction. hit rate 1% among 360,000. AID 624256. calls only at 10 µM. ER-HoxA9 myeloid progenitors, lysozyme-GFP differentiation, flow cytometry;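 active = normalized GFP-positive differentiation at or above the plate's own cutoff, the solvent-only control mean plus 3 SD; inconclusive = no clear call, values can overlap the other calls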;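 also: cells exposed to compound for four days before flow analysis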
# GPR35 antagonists: inhibition of zaprinast-stimulated GPR35 beta-arrestin translocation – imaging, U2OS, beta-arrestin-GFP, zaprinast agonist, primary screen (AID 2058); inhibition, % at 10 µM; hits with a dose series show IC50 in µM; U2OS GPR35 beta-arrestin-GFP translocation imaging, zaprinast antagonism; higher % means a stronger effect; hit rate 0.052% among 290,000;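 active = inhibition of at least 50% with at least 30 cells and total cytoplasm GFP at most 10,000,000; inconclusive = under 30 cells or total GFP of 10,000,000 plus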
# MgcRacGAP inhibition: MgcRacGAP GTPase-activating activity inhibitors, confirmation, biochemical, ADP Hunter fluorescence. MgcRacGAP-stimulated Rac1 GTP hydrolysis, ADP Hunter fluorescence; higher % means a stronger effect; GST-tagged Rac1 F28L mutant substrate. inhibition, % at 30 µM, or IC50 in µM where a hit was titrated. hit rate 0.6% among 340,000;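 active = first-screen hits whose inhibition reached a set limit at any dose in the follow-up dose series; inconclusive = inhibition above the set first-screen limit but never retested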;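 also: fluorescence reports GDP produced by GAP-driven GTP hydrolysis; strong numbers were not always called active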
# Salmonella PhoP GFP: inhibitors of PhoP regulon expression, primary screen, Salmonella Typhimurium, GFP reporter (AID 1863) | S. Typhimurium PhoP-regulated promoter GFP reporter, 4 h; higher % means a stronger effect | inhibition, % at 50 µM, or IC50 in µM where a hit was titrated | hit rate 0.16% among 300,000;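 active = inhibition over 29.93%, a cutoff 3 SD above the screen mean, later confirmed by dose response; inconclusive = inhibition over 29.93% but no dose response follow-up; inactive = inhibition at most 29.93% or unconfirmed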;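 also: 0% = low Mg2+ inducing control and 100% = high Mg2+ repressing control; strong numbers were not always called active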
# LYP phosphatase: inhibitors of LYP phosphatase, biochemical, fluorescence intensity, uHTS (AID 1779) | recombinant LYP phosphatase, fluorescence intensity; higher % means a stronger effect | inhibition, % at 11.5 µM, or IC50 in µM where a hit was titrated | hit rate 0.054% among 290,000; in the data active = inhibition above about 50%;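 also: plate controls were vehicle with enzyme for no effect and no enzyme for full effect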
# GPR55 antagonists: GPR55 antagonists blocking LPI-driven arrestin recruitment, primary screen, imaging, U2OS, beta-arrestin-GFP, LPI agonist (AID 2013) | U2OS GPR55 beta-arrestin-GFP translocation imaging, LPI antagonism; higher % means a stronger effect | inhibition, % at 10 µM, or IC50 in µM where a hit was titrated | hit rate 0.13% among 290,000;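 active = spots per cell inhibited over 60%, with over 100 cells counted and total cytoplasm intensity under 500,000; inconclusive = wells with under 100 cells, flagged as likely toxic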;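 also: U2OS cells stably carrying GPR55 and arrestin-GFP stimulated by 5 µM LPI near EC80; imaged beta-arrestin-GFP aggregate spots per cell after agonist stimulation; plate controls were LPI-stimulated DMSO wells for no effect and DMSO wells without LPI for full effect; some results filed as inactive read as strong as hits; confirmed hits need IC50 under 10 µM and bright autofluorescent wells are also inconclusive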
# NTR1 agonist cell count 20 µM: second read-out of NTR1 agonist, no call of its own (marks repeat the call); cell count; measured here: cell count, cytotoxicity flag
# Myeloid diff 2 GFP+ MAC1+ %: recorded beside Myeloid diff 2, whose call it bears; GFP+ MAC1+ double positive, %; measured here: differentiation confirmed by MAC1 staining
# Numbers without * were called inactive; i = inactive; ? = inconclusive; nt = no result given; + = active, no number. An unsorted share of the library; 2.4% or so of the library scored in one or more.
SMILES,Siah-1 displacement,NTR1 agonist,NTR1 agonist cell count 20 µM,HIV peptide binding,Myeloid diff 2,Myeloid diff 2 GFP+ MAC1+ %,GPR35 antagonists,MgcRacGAP inhibition,Salmonella PhoP GFP,LYP phosphatase,GPR55 antagonists
CC(=O)Nc1ccccc1C(=O)C(=O)Nc1ccc(F)c(Cl)c1,6%,-1.9,64,0.1%,i,0.3,5%,-2%,-2%,-5%,13%
COc1cccc(C(=O)Nc2nnc(S(=O)(=O)N3CCOCC3)s2)c1,-2%,0.0,73,2.3%,i,0.7,12%,0%,0%,-4%,-2%
COc1cccc(N(C(=O)CNC(=O)c2ccco2)C(C(=O)NC2CCCC2)c2ccco2)c1 (centres undefined),-2%,0.9,39,-0.2%,i,0.4,-7%,4%,0%,-6%,15%
Cc1ccc(-n2nc(C(=O)O)cc2-c2ccc(Cl)cc2)cc1,11%,0.3,90,5.4%,i,0.2,23%,10%,2%,2%,8%
CN(C)c1ccc(N=c2sc3ccccc3n2C)cc1,-3%,-0.5,39,-4.8%,i,12,18%,19µM*,-5%,-1%,3%
C[C@@H](NC(=O)[C@@H]1Cc2ccccc2CN1C(=O)OC(C)(C)C)C(=O)NC1CCCCC1,-6%,-1.0,54,-1.1%,i,5.7,22%,-23%,13%,-13%,7%
COc1ccc(OC)c(Nc2nc(-c3c(C)nc4ncccn34)cs2)c1,-5%,6.7,87,-0.8%,i,0.8,-3%,11%,9%,-5%,-3%
O=C(CCN1C(=O)COc2ccccc21)N1CCCCC1,0%,1.6,45,-1.9%,i,6.5,-4%,4%,0%,-8%,-2%
CCc1nc2ccc(C(=O)N(C)CC(=O)Nc3ccc(Cl)c(C(F)(F)F)c3)cc2nc1CC,nt,17,65,nt,i,0.4,nt,-3%,5%,nt,nt
COc1cccc(NC(=O)C2CCN(Cc3cnn(-c4ccccc4)c3-n3cccc3)CC2)c1,-2%,-0.5,76,2.9%,i,0.9,10%,2%,8%,-8%,-4%
CCCc1cc(SCC(=O)Nc2c(C)n(C)n(-c3ccccc3)c2=O)n2c(nc3ccccc32)c1C#N,0%,31,102,-0.1%,nt,nt,-9%,nt,-5%,-6%,14%
CC(=O)c1cc(C#N)c(NCc2cc(-c3ccccc3)no2)nc1C,2%,0.9,45,0.8%,i,0.4,1%,3%,2%,1%,8%
Cc1cc(C(=O)OCC(=O)NCc2ccccc2)c(C)o1,6%,-2.2,71,0.0%,i,0.9,-6%,3%,1%,-10%,-6%
CCOC(=O)Cc1csc(N)n1,7%,0.2,75,-0.1%,i,8.4,-6%,6%,13%,-5%,-4%
CN(C)c1ccc(-c2nc3cnccn3c2Nc2ccc3c(c2)OCCO3)cc1,-3%,0.6,56,-3.9%,i,0.7,-8%,?,-7%,2%,6%
CCN(Cc1ccccc1)S(=O)(=O)c1ccc(C(=O)N(CCCN(C)C)c2nc3c(C)c(C)ccc3s2)cc1,nt,21,55,nt,i,1.7,nt,6%,-1%,nt,nt
O=C(CC1C(=O)NCCN1C(=O)Nc1ccccc1)Nc1ccc(F)cc1 (centres undefined),-4%,-0.1,31,1.4%,i,0.6,-3%,11%,-7%,-6%,0%
Cc1ccc(N2CC(C(=O)Nc3ccc(S(=O)(=O)Nc4nccs4)cc3)CC2=O)cc1 (centres undefined),1%,1.1,99,2.6%,i,0.8,-10%,2%,-3%,-3%,0%
CC(C)NC(=O)C1CCN(C2CCN(C(=O)c3ccc4cccc(F)c4n3)CC2)CC1,-3%,0.3,52,-2.5%,i,0.6,-19%,2%,-1%,-6%,5%
COc1ccc(NC(=O)Nc2nnc(-c3cccs3)s2)cc1,5%,1.2,67,-1.0%,i,0.6,5%,-4%,-6%,2%,-2%
COc1cccc(/C=N/Nc2ncnc(Cl)c2N)c1O,-8%,1.4,50,3.2%,?,nt,-12%,7%,?,-6%,15%
CSc1nnc(CNS(=O)(=O)c2ccc(Br)cc2)n1C,5%,-0.1,64,-0.5%,i,1.0,-2%,6%,-7%,-7%,14%
O=C(Nc1ncccc1O)c1ccc(S(=O)(=O)Nc2ccccc2)cc1,nt,0.5,61,nt,+,4.9*,nt,9%,-3%,nt,nt
COC(=O)c1nnn(-c2nc(N3CCOCC3)nc(N3CCOCC3)n2)c1C,-2%,-0.6,54,-1.0%,nt,nt,-3%,-2%,-4%,-5%,-6%
CC(=O)/C(=N/Nc1ccc(Br)cc1)N1CCCc2ccccc21,1%,3.8,61,-3.6%,i,0.5,3%,12%,-13%,2%,10%
SMILES,Siah-1 displacement,NTR1 agonist,NTR1 agonist cell count 20 µM,HIV peptide binding,Myeloid diff 2,Myeloid diff 2 GFP+ MAC1+ %,GPR35 antagonists,MgcRacGAP inhibition,Salmonella PhoP GFP,LYP phosphatase,GPR55 antagonists
O=C(COc1ccccc1)Nc1nc(-c2cccs2)cs1,4%,6.6,31,0.9%,i,1.1,-2%,13%,-18%,-7%,9%
COC(=O)c1ccccc1C(=O)N1CCOCCOCCOCC1,2%,0.4,72,3.1%,i,0.2,-5%,0%,-2%,-3%,0%
O=C1c2cccc3cccc(c23)C(=O)N1/N=C/c1ccc(O)cc1O,0%,3.7,39,1.7%,i,0.3,10%,7%,14%,-1%,-6%
C#CCOc1ccc(/C=C2/C(=O)ON=C2C)cc1Cl,1%,0.2,90,-1.0%,i,0.5,-1%,8%,-1%,-3%,-3%
COc1ccccc1CNC(=O)C(C)Oc1ccccc1 (centres undefined),0%,-1.4,36,-2.0%,i,0.5,-10%,-8%,-6%,-9%,2%
CCN(CC)c1ccc(CN(C(=O)c2cc(OC)c(OC)c(OC)c2)C2CCS(=O)(=O)C2)cc1 (centres undefined),-2%,0.3,47,3.9%,i,0.4,0%,14%,-8%,6%,5%
CC(=O)NC(CC(=O)OCC(=O)NCCc1ccccc1)c1ccccc1 (centres undefined),nt,0.6,59,nt,i,0.8,nt,3%,2%,nt,nt
c1ccc2oc(-c3csc(NCC4CCCO4)n3)cc2c1 (centres undefined),16%,3.0,62,2.5%,i,0.4,-2%,14%,-2%,-4%,11%
OC(Cn1cncn1)c1ccc(Cl)cc1 (centres undefined),-2%,-1.3,76,0.2%,i,1.9,18%,4%,8%,-7%,-10%
O=C(O)c1cc(S(=O)(=O)NC23CC4CC(CC(C4)C2)C3)ccc1Cl,12%,0.1,96,-0.9%,i,0.6,-4%,5%,0%,-4%,8%
Cc1nc2sc3c(c2c(=O)n1N)CCC3,-2%,0.9,32,-1.2%,i,0.2,-10%,8%,1%,-6%,13%
CC(=O)Nc1ccccc1NC(=O)c1ccccc1,8%,0.6,75,0.8%,i,0.2,-14%,4%,7%,-4%,4%
CN(Cc1ccon1)C(=O)c1ccc2nc(Cc3cccc(Cl)c3)oc2c1,-5%,0.0,53,-0.5%,?,nt,5%,-17%,5%,-5%,3%
Cc1c(NC2=C(Cl)C(=O)N(c3ccccc3Cl)C2=O)c(=O)n(-c2ccccc2)n1C,5%,0.2,42,7.2%,i,0.3,2%,12%,9%,1%,10%
CCN(C(=O)CSc1nnc(COc2cccc(C)c2)o1)c1nc(C)cs1,11%,-0.2,48,0.9%,i,0.7,-9%,5%,-3%,-4%,7%
N#Cc1cc(Cl)c(NCC2CCCO2)cc1C#N (centres undefined),-6%,2.5,64,-0.9%,i,0.7,-12%,9%,3%,-8%,3%
CCc1c(C#N)sc(C(N)=O)c1CC,14%,-0.6,52,0.3%,i,0.5,-5%,1%,-4%,-3%,2%
CCCCCCC(=O)Nc1nc(C)c(-c2csc(Nc3cccc(OC)c3)n2)s1,2%,6.2,63,1.7%,i,1.4,6%,3%,-11%,0%,0%
N#Cc1ccccc1Oc1ccc(S(=O)(=O)N2CCCCC2)cn1,nt,1.5,77,nt,i,0.6,nt,3%,8%,nt,nt
C/C(=N/NC(=O)CNc1ccc(C)cc1)c1ccc(Br)s1,-3%,11,53,-3.5%,i,7.0,1%,1%,9%,9%,-8%
CCC(C)C(=O)Nc1nc(C)c(-c2csc(Nc3cc(Cl)ccc3OC)n2)s1 (centres undefined),0%,3.6,45,3.4%,i,4.9,20%,7%,-10%,2%,11%
COc1ccc(N2CCN(C(=O)CSc3nnc4ncccn34)CC2)cc1,-3%,0.0,69,0.6%,i,9.6,-2%,21%,-1%,-6%,6%
COc1ccc2[nH]c3c(=O)n(CCCN4CCOCC4)cnc3c2c1,1%,0.7,58,0.0%,i,0.2,4%,16%,6%,-10%,-2%
CCc1ccc(-c2cc(C(=O)N3N=C(C(F)F)CC3(O)C(F)F)c3ccccc3n2)cc1 (centres undefined),0%,32,72,0.4%,i,6.1,-9%,15%,-10%,6%,11%
C=CCn1c(SCc2ccc(Cl)c(Cl)c2)nnc1C(CO)NC(=O)c1ccc(OC)cc1 (centres undefined),-6%,3.7,47,-3.4%,i,0.4,28%,5%,-11%,-3%,-7%
Cc1ccc(S(=O)(=O)/N=C(/c2ccccc2)N2CCOCC2)cc1,25%,-0.6,43,0.1%,i,0.1,8%,1%,-4%,-9%,5%
CCC(=O)Nc1cccc(NC(=O)c2cccc([N+](=O)[O-])c2C)c1,0%,0.0,75,1.2%,i,0.1,?,7%,-4%,-1%,-10%

# Arranged by the number under Myeloid diff 2 GFP+ MAC1+ % (lowest first): some entries from above
Structure,Myeloid diff 2 GFP+ MAC1+ %
Cc1ccc(S(=O)(=O)/N=C(/c2ccccc2)N2CCOCC2)cc1,0.1
c1ccc2oc(-c3csc(NCC4CCCO4)n3)cc2c1 (centres undefined),0.4
COc1ccccc1CNC(=O)C(C)Oc1ccccc1 (centres undefined),0.5
N#Cc1cc(Cl)c(NCC2CCCO2)cc1C#N (centres undefined),0.7

# Already shown: entries from further up.
SMILES,Siah-1 displacement,NTR1 agonist,NTR1 agonist cell count 20 µM,HIV peptide binding,Myeloid diff 2,Myeloid diff 2 GFP+ MAC1+ %,GPR35 antagonists,MgcRacGAP inhibition,Salmonella PhoP GFP,LYP phosphatase,GPR55 antagonists
O=C(COc1ccccc1)Nc1nc(-c2cccs2)cs1,4%,6.6,31,0.9%,i,1.1,-2%,13%,-18%,-7%,9%
COC(=O)c1ccccc1C(=O)N1CCOCCOCCOCC1,2%,0.4,72,3.1%,i,0.2,-5%,0%,-2%,-3%,0%
